12-hLO inh: qHTS Assay for Inhibitors of 12-hLO (12-human lipoxygenase); Polyunsaturated fatty acid lipoxygenase ALOX12 (Homo sapiens), P18054; purified 12-hLO, xylenol orange hydroperoxide absorbance; Potency, µM (top dose mostly 57.1 µM), inactives show at the highest dose activity change, negative = inhibition, hits mostly inhibitors; 0.12% of 150,000 active; also: potency is read from the fitted curve at half-maximal effect; nearly all actives have a fitted effect of over 55% in size; many of its hits are not listed in these tables
Target sequence (P18054 whole entry, looked up): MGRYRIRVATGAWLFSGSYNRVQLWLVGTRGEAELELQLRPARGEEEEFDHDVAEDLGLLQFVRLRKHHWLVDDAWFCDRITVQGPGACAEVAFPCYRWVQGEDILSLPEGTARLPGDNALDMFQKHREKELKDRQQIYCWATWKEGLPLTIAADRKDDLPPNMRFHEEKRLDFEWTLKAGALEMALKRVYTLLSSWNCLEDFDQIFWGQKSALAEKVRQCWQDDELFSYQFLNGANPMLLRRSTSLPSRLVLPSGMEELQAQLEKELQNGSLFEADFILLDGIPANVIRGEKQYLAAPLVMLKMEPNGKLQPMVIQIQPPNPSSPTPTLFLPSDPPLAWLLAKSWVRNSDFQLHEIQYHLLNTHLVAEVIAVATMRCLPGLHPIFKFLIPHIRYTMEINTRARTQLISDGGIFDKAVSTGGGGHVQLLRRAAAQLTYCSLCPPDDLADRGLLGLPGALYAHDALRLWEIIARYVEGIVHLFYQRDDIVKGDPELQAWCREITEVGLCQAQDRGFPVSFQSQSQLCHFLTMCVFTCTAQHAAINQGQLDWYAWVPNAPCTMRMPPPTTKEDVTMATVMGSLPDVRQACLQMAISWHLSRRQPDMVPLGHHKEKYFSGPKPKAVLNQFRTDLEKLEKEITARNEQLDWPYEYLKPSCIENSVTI
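Purified human 12hLO (150 nM), preincubated 15 min with compound, then 40 uM arachidonic acid for 30 min, room temperature, Hepes pH 7.0 with 0.01% Triton X-100. Hydroperoxide detected by ferrous iron/xylenol orange; 573/405 nm absorbance ratio gives reaction progress.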
15-hLO-2 inh: qHTS Assay for Inhibitors of 15-hLO-2 (15-human lipoxygenase 2); Polyunsaturated fatty acid lipoxygenase ALOX15B (Homo sapiens), O15296; purified 15hLO-2, xylenol orange hydroperoxide absorbance; Potency, µM (highest dose often 57.1 µM), for the others: top-dose activity change, negative = inhibition, usual class: inhibitors; 0.56% of 110,000 active; AID 881, 2007; also: potency is read from the fitted curve at half-maximal effect; nearly all actives have a fitted effect of over 60% in size; many of its hits are not listed in these tables
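Purified human 15hLO-2 (50 nM) preincubated 15 min with compound, then 45 uM arachidonic acid for 90 min at RT in 25 mM Hepes pH 7.5, 0.01% Triton X-100. Hydroperoxide detected by Fe-xylenol orange; 573/405 nm absorbance ratio.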
IMPase cell inh: qHTS Assay for Identifying the Cell-Membrane Permeable IMPase Inhibitors. Inositol monophosphatase 1 (Rattus norvegicus), P97697. CHO-M1 cells, IP1 accumulation, HTRF TR-FRET ratio. inhibition (IP1 accumulation), % at 46.1 µM. 120,000 tested, under 10 active. AID 901, 2007; active = well fitted curve in the direction sought with a large enough effect in the signal ratio, not every such curve was filed as active; inconclusive = small, poorly fitted or top-dose-only effect, or a change in a side signal; inactive = no such curve, though single readings can be large or run the other way; the % refers to the signal ratio;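 also: cells stimulated with carbachol in lithium chloride buffer; plate controls were DMSO basal wells for no effect and reference inhibitor wells for full effect; higher means more IMPase inhibition seen as more IP1 and lower FRET ratio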
Target sequence (P97697 whole entry, looked up): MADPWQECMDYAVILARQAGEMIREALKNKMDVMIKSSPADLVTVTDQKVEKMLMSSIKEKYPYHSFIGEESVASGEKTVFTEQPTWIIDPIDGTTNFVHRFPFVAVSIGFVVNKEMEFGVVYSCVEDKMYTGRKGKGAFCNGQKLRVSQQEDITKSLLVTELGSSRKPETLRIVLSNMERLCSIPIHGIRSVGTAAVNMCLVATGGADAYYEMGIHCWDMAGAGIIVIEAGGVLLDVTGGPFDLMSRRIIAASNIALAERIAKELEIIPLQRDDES
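CHO-M1 cells (CHO stably expressing M1 receptor), compound up to 46 uM final, stimulated with carbachol (50 uM as added) in buffer with 50mM LiCl, pH 7.4, 30 min at 37C. Cytosolic IP1 read by TR-FRET; AC50 from Hill fits.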
PNC assembly inh: High Content Assay for Compounds that inhibit the Assembly of the Perinucleolar Compartment; 3.1% of 140,000 active; activity change (PNC), negative = inhibition, % at 10 µM; AID 2417, 2010; PC3M PTB-GFP, PNC prevalence imaging, 16 h; hits give low values;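 active = readout at or below -70, meaning at least 70% loss of cells showing the perinucleolar compartment, a nuclear body marking cancer cells; inconclusive = readout between -30 and a set limit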;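 also: plate controls were DMSO wells for no effect and camptothecin positive control wells for full effect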
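Read-out is percentage of cells bearing a perinucleolar compartment, from automated 20x imaging of fixed, Hoechst-stained PC3M PTB-GFP cells. Cells were seeded 4 h, then exposed 16 h to compound (23 nl of library stock) in duplicate plates.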
* = called active by the depositor; ? = inconclusive; nt = no result given; [ ] = remark or other dose. Unless noted, calls follow the shape of the dose curve; as a rule, active = well fitted curve in the direction sought with a large enough effect; inconclusive = small, poorly fitted or top-dose-only effect, or another doubt; inactive = no such curve, though single readings can be large; an effect the other way counts as inactive or inconclusive. Unless noted, % is scaled to controls: 0 for no effect and ±100 for the full control effect. Only part of the results is shown (hit frequency here may not be typical).

Every second line gives: 12-hLO inh, PNC assembly inh, IMPase cell inh, 15-hLO-2 inh
COc1ccc(NC(=O)N2CC3(CCNCC3)C2)cc1
→ -2%, nt, nt, 1%
Cc1n[nH]c(C)c1S(=O)(=O)N(CC(=O)Nc1ccc2c(c1)OCCO2)c1ccc(C(C)C)cc1
→ -9%, -8, 1, -3%
COc1ccc(S(=O)(=O)N2CCOCC2)cc1C(=O)Nc1nc2ccccc2s1
→ 1%, -5, -4, -1%
Cc1ccc(C(=O)Nc2ccccc2C(=O)NC(CC(=O)O)C(=O)O)cc1 (centres undefined)
→ -4%, -15, 1, 6%
O=S1(=O)C=C(SCCN2CCCC2)c2ccccc21
→ 2%, ?, -5, 4%
Cc1cc(C)c2c(n1)sc1c(=O)[nH]c(SCc3ccccc3)nc12
→ -5%, ?, 0[1.84 µM], -2%[11.4 µM]
CCCN1CCN(CCCNC(=O)C2CCN(c3nnc(-n4cccc4)s3)CC2)CC1
→ -1%, -3, 6, 14%
CCN(CC)S(=O)(=O)c1cc(C(=O)OCC(=O)NC2CCCc3ccccc32)ccc1C (centres undefined)
→ 1%, -24, nt, nt
COc1ccc(CC(C(=O)Nc2cc(C)ccc2C)/C(N)=N/O)cc1 (centres undefined)
→ 2%, -10, 8, 5%
COc1cc(COc2cc(N)c(Cl)cc2C(=O)CCC2CCN(CCNS(C)(=O)=O)CC2)cc(OC)c1
→ -3%, nt, 4, 38%[activator]
CCc1nc2sc(C)c(C)c2c(=O)n1CCO
→ 2%, ?, -13, 1%
O=C(O)c1ccccc1-c1c2ccc(=O)cc-2oc2cc(O)ccc12
→ -8%[0.00818 µM], nt, nt, ?
CSc1nnc(Cc2sc(-c3ccccc3)nc2-c2ccccc2)o1
→ -29%, 48, 1, -9%
O=[N+]([O-])c1ccc(N2CCCC2)cc1NC1CC1
→ -3%, ?, nt, nt
CC(C)CC(COCc1ccc(F)cc1)N1CCN(C(=O)c2cccc(C(F)(F)F)c2)CCC1=O (centres undefined)
→ -6%, 40, nt, nt
CN(C)c1ccc(CNCCC2CCOC(C)(C)C2)cc1 (centres undefined)
→ 0%, 25, 2, 8%
CC1C/C(=N/NC(=O)c2ccc(CSc3nc4ccccc4[nH]3)cc2)CC(C)(C)C1 (centres undefined)
→ -7%, 28, nt, nt
C=CCNc1nc(-c2ccc(OC)cc2OC)cs1
→ -18%, -25, 9, 43%[activator]
Cc1c(N)cccc1Cl
→ 2%, nt, nt, -1%
COc1ccc(CCN2C(=NC(=O)CCC(=O)O)SC3CS(=O)(=O)CC32)cc1 (centres undefined)
→ 5%, 0, 2, nt
C=CCN1C(=O)N(/C=C/C)c2cccc3cccc1c23
→ -2%, -4, -6, -1%
CCCCNC(C(=O)Nc1ccc([N+](=O)[O-])cc1Br)c1ccccc1 (centres undefined)
→ -8%, -118*, nt, nt
Cc1ccc(S(=O)(=O)Nc2ccc3nc(-c4cccn4C)[nH]c3c2)cc1
→ ?, ?, 4, -6%
Cc1ccc(C(=O)c2ccccc2C(=O)OCC(=O)Nc2cccc([N+](=O)[O-])c2)cc1
→ -7%, 38, 5, nt
O=C(COC(=O)c1cccc(NS(=O)(=O)c2ccc(F)c(F)c2)c1)NC(=O)NC1CCCC1
→ 1%, ?, -3, nt
CCOC(=O)c1cn(-c2ccc(F)c(F)c2F)c2c(F)c(F)c(F)cc2c1=O
→ 3%, ?, 4, -3%
C=CCNC(=S)N/N=C(\C)c1ccccn1
→ -11%, ?, 9, 28%
Cc1cccc(NC(=O)c2ccccn2)c1C
→ -3%, ?, -5, -5%
O=C(O)c1ccc(OCCn2ccnc2)cc1
→ -3%, -24, -10, -6%
COc1ccc2c(c1)c(=O)oc1cc(OCC(=O)NC3CCCCC3)ccc12
→ -9%, -22, -2, -7%

Complete entries as entered above. Order of values: 12-hLO inh	PNC assembly inh	IMPase cell inh	15-hLO-2 inh
CC1C/C(=N/NC(=O)c2ccc(CSc3nc4ccccc4[nH]3)cc2)CC(C)(C)C1 (centres undefined) is entered as -7%	28	nt	nt
Cc1cccc(NC(=O)c2ccccn2)c1C is entered as -3%	?	-5	-5%
O=C(O)c1ccccc1-c1c2ccc(=O)cc-2oc2cc(O)ccc12 is entered as -8%[0.00818 µM]	nt	nt	?
Cc1ccc(C(=O)c2ccccc2C(=O)OCC(=O)Nc2cccc([N+](=O)[O-])c2)cc1 is entered as -7%	38	5	nt

Further structures:
Every second line gives: 12-hLO inh, PNC assembly inh, IMPase cell inh, 15-hLO-2 inh
Cc1sc2nc(SCC(=O)N(C)Cc3ccccc3)n(-c3ccccc3)c(=O)c2c1C
→ -4%, -1, 3, -1%
CCOc1ccc2nc(N3C(=O)/C(=C/c4ccc(Cl)cc4)NC3=S)sc2c1
→ -6%, ?, -6, nt
Cc1ccccc1Sc1c(C#N)c(-c2ccccc2)nn1C
→ -12%, -10, -1, -2%
O=C(O)CNC(=O)c1ccc(OC(F)F)cc1
→ -3%, ?, -1, 0%
Cc1ccccc1OCC(=O)Nc1ccc2c(c1)Cc1ccccc1-2
→ -12%, -29, 2, 19%
C/C(=C/C=N/Nc1nc(N2CCCCC2)nc(N2CCCCC2)n1)c1ccccc1
→ -3%, 18, -2, 15%
c1ccc(-c2csc(N3CCCCCC3)n2)cc1
→ -2%, 50, 0, 2%
Nc1c(S(=O)(=O)c2cccs2)c2nc3ccccc3nc2n1Cc1ccccc1
→ -1%, -24, -5, -9%
Cc1ccccc1NC(=O)Cn1nc(-c2ccccc2)nc1-c1ccccc1
→ 6%, 10, 1, -2%
Cc1ccc2nc(NC(=O)C3CCCN(S(=O)(=O)c4cnc[nH]4)C3)sc2c1 (centres undefined)
→ 3%, ?, 2, nt
CCCOc1ccc(C(=O)NNC(=S)NC(=O)c2cc(-c3ccc(Cl)cc3)nc3ccccc23)cc1
→ ?, 52, 0, -70%
CCCn1c(SCC(=O)Nc2ccccc2N2CCCCC2)nc2c1c(=O)n(C)c(=O)n2C
→ -2%, 18, 13, 3%
CCCC(=O)NNc1cc(=O)c2c(=O)n(C)c(=O)n(C)c2[nH]1
→ -1%, ?, 21, 4%
COc1ccc(NC(=O)C(c2ccccc2)N(C)C(=O)CNC(C)=O)cc1 (centres undefined)
→ -1%, -24, 4, 5%
CCN(CC)c1nc(Nc2ccccc2)nc(Oc2ccc(C(=O)OC)cc2)n1
→ -6%, 5, 10, 46%[activator]
Cc1ccc(CC(=O)NC(C)CCc2ccccc2)cc1 (centres undefined)
→ -4%, ?, 4, 0%
COc1cccc(-c2nnc(SCC(=O)N3CCCc4ccccc43)o2)c1
→ 2%, ?, 3, 5%
CC(=O)c1ccc(NC(=O)/C(=C\c2ccccc2)NC(=O)/C=C/c2ccccc2)cc1
→ -1%, 22, 4, -13%
C[C@H](Oc1ccc(Oc2cnc3ccc(Cl)cc3n2)cc1)C(=O)O
→ -14%[11.4 µM], nt, -4, 5%[11.4 µM]
Cn1c(-c2ccccc2)cnc1SCC(=O)NCc1ccco1
→ -5%, -20, ?, -10%
CN(C)c1ccc(NC(=O)CSc2nc3ccccc3c(=O)n2C2CCCCC2)cc1
→ -10%, -9, 7, 8%
O=C(NCCC1=CCCCC1)C1CCN(Cc2cnn(-c3ccccc3)c2-n2cccc2)CC1
→ -9%, -25, ?, 49%[activator]
Cc1ccc(N=C2NC(=O)/C(=C/C=C/c3ccco3)S2)cc1
→ -29%, 22, nt, nt
CCC(/C=C/C(C)C1CCC2C3CCC4=CC(=O)CC[C@@]4(C)C3CC[C@@]12C)C(C)C (some centres undefined)
→ 2%, nt, nt, 0%
O=C1c2ccccc2C(=O)c2c1cccc2N1CCCC1
→ ?, 1, nt, nt
CCN(CC)S(=O)(=O)c1cc(C(=O)OCC(=O)Nc2c(F)cccc2F)ccc1F
→ 0%, ?, nt, nt
CCOC(=O)C1=C(C)N(c2ccccc2)C(=O)/C1=C\c1cccs1
→ -2%, 24, nt, nt
CN(C(=O)c1ccno1)c1nnc(-c2cccnc2)s1
→ -2%, 30, -6, 4%
O=S(=O)(NCCCc1ccccc1)c1ccc(Cl)cc1
→ -1%, ?, 8, nt
COc1ccc(C(=O)CC(=O)C(=O)NCCc2cccc(C)c2)cc1
→ -14%, 34, nt, nt
COc1cc(NC(=S)NC(=O)c2ccc(F)cc2)ccc1NC(=O)c1ccco1
→ -3%, 0, nt, nt
CS(=O)(=O)N(CCc1ccccc1)CC(=O)N1CCN(c2ccccc2F)CC1
→ 0%, ?, 4, -5%
CCOCC(O)CS(=O)Cc1ccccc1 (centres undefined)
→ -3%, 17, -4, 27%
O=c1cnc2cnc(N3CCOCC3)nc2n1C[C@H]1CCCO1
→ -5%, nt, nt, -13%
COc1cc(NC(=O)C2CCC(CNc3c(N4CCC(C)CC4)c(=O)c3=O)CC2)cc(OC)c1 (centres undefined)
→ -2%, 19, 2, -2%
O=C1c2ccccc2C(O)N1Cc1ccc2c(c1)OCO2 (centres undefined)
→ -1%, 23, 6, 5%
CC(C)NC(=O)c1ccccc1NC(=O)CCc1ccccc1
→ 7%, -16, 8[0.0738 µM], nt
CCc1ccc(NC(=O)c2cc(CC(C)C)on2)cc1
→ 0%, 16, 3, -3%
Cn1c(C(F)(F)F)nc2c(=O)oc3ccccc3c21
→ -1%, 34, -4, -4%
CC(C)(C)C1C=C(Sc2ccccc2)C(=O)O1 (centres undefined)
→ -7%, 19, nt, nt
O=C(NNC(=O)c1sccc1-n1cccc1)c1ccccc1
→ 4%, -11, -8[1.84 µM], 10%[11.4 µM]
C=C(C)Cn1c(C2CC(=O)N(c3ccccc3F)C2)nc2ccccc21 (centres undefined)
→ -1%, 35, nt, nt
CCN1C(=O)c2ccccc2S(=O)c2ccc(C(=O)NCc3ccccn3)cc21 (centres undefined)
→ -6%, 36, -1, nt
Cc1nc2sc(C(c3ccco3)N3CCN(c4ccccc4F)CC3)c(O)n2n1 (centres undefined)
→ -7%, -4, -4, -12%
CCCCOc1ccc(C(=O)C(CN2CCOCC2)c2ccccc2)cc1 (centres undefined)
→ -1%, ?, 18, nt
Cc1ccc(NC(=O)CN(c2ccccc2)S(=O)(=O)N(C)C)cc1C
→ 1%, 8, ?, nt
Cn1c(COc2ccc3ccccc3c2)nnc1SCC(=O)OC1CCCCC1
→ 1%, 12, ?, nt
CC(C)(C)C1CCC2(CC1)NC(CO)(CO)CO2 (centres undefined)
→ 7%, 7, -7, nt
COc1ccc(-c2noc(CCC(=O)NCCN3CCN(c4ccccc4F)CC3)n2)cc1
→ 8%, -19, 4, 12%
CSc1nc(C)cc(C)c1S(=O)(=O)c1ccccc1C
→ 5%, -12, 5, nt
COC(=O)c1nn(-c2cccc(C)c2)c2nnc(Cc3ccc(C)cc3)c(=O)n12
→ 0%, 7, nt, nt

4 compounds picked at random from those above, as already listed:
Every second line gives: 12-hLO inh, PNC assembly inh, IMPase cell inh, 15-hLO-2 inh
CC(C)NC(=O)c1ccccc1NC(=O)CCc1ccccc1
→ 7%, -16, 8[0.0738 µM], nt
C=C(C)Cn1c(C2CC(=O)N(c3ccccc3F)C2)nc2ccccc21 (centres undefined)
→ -1%, 35, nt, nt
COc1cc(NC(=O)C2CCC(CNc3c(N4CCC(C)CC4)c(=O)c3=O)CC2)cc(OC)c1 (centres undefined)
→ -2%, 19, 2, -2%
O=C1c2ccccc2C(O)N1Cc1ccc2c(c1)OCO2 (centres undefined)
→ -1%, 23, 6, 5%

Screens (PubChem)
